Assay outcomes: PubChem, Center for Chemical Genomics, University of Michigan
Dicer processing: human Dicer pre-microRNA cleavage inhibition; Q9UPY3; cat-ELCCA pre-miR-21 Dicer processing, chemiluminescence; active compounds read high; z-score at 25 µM; 47,000 tested, 6% active; AID 1347074; in the data active = z-score above about 3, passing the limit was not always enough;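 also: plate controls were vehicle for no effect and no enzyme for full effect; higher signal means more uncleaved substrate so more Dicer inhibition; strong numbers were not always called active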
The depositor's hits bear a star.

Structure,Dicer processing
COc1ccc(CCN2C(=O)CSC2=Nc2cc(Cl)cc(Cl)c2)cc1OC,-0.84
CCN(CC)CCCNC(=O)/C=C/C(=O)O,-0.15
Fc1ccc(-c2cnc3c(Cl)cc(C(F)(F)F)cc3n2)cc1,0.54
O=S(=O)(Nc1ccc2ccccc2n1)c1ccccc1,-0.92
CCCC(=O)N1c2ccccc2-c2nnc(SC)nc2OC1c1cccnc1 (configuration not stated),-0.36
Cc1ccccc1NCc1c(C#N)c2ccccc2n1C,3.5*
Cc1cccc2nc(-c3ccc([N+](=O)[O-])cc3)cn12,-1.1
O=C(Oc1cccnc1)C1c2ccccc2Oc2ccccc21,-0.06
COc1cc(C(F)(F)F)nc2ccc(C)c(NC(=O)Nc3cc(Cl)cc(Cl)c3)c12,0.58
O=C(O)c1cc2cccc(S(=O)(=O)N3CCOCC3)c2cc1O,-0.64
O=S(=O)(c1ccc(NC(=S)NCCc2ccccc2)cc1)N1CCCCC1,0.2
CCOC(=O)c1ccc(Oc2nc(NC)nc(SC)n2)cc1,5.6*
CC1CNCCN1S(=O)(=O)c1cccc2cnccc12 (configuration not stated),-0.67
CSc1ccccc1N1C(=O)C2CC(C)=C(C)CC2C1=O (configuration not stated),1.2
O=C(N/N=C/c1ccc(C(F)(F)F)cc1)Nc1cc(C(F)(F)F)cc(C(F)(F)F)c1,-1.7
Cc1c(C)c(C)c2[nH]c(SCc3nc(-c4ccc(Cl)cc4)no3)nc2c1C,-0.36
CSc1nsc(SC)c1NC(=O)Nc1ccccc1C,2.3
O=C(O)CC1(CC(=O)O)CCCC1,-0.03
CCOC(=O)C1=C(C)NC2=C(C(=O)CCC2)C1c1ccc(OC)c(O)c1 (configuration not stated),9.1
CN1C(=O)c2cccc3c(S(=O)(=O)Nc4ccccc4C(=O)O)ccc1c23,-2.1
CC(=N/NCCC#N)/C(=N\OC(=O)c1ccc([N+](=O)[O-])cc1)C(=O)Nc1ccccc1,-1.6
O=C(CSc1nncn1-c1ccc(OCc2ccccc2)cc1)c1ccc(C(F)(F)F)cc1,-0.64
CC(=O)N=c1sc(S(N)(=O)=O)nn1C,-0.55
O=S(=O)(CCO/N=C/c1ccco1)c1ccc(Cl)cc1,-1.8
COc1cc(NC(=O)CC2Sc3ccccc3NC2=O)c(OC)cc1Cl (configuration not stated),0.64
O=C(Nc1nc2c(s1)CCc1ccccc1-2)c1ccc(F)c(Cl)c1,3.7*
CN(C)c1cnn(-c2cnc3ccccc3n2)c(=O)c1Cl,-0.18
c1ccc(CCN2CN(CCCN3CCOCC3)c3nc4ccccc4n3C2)cc1,-1.4
O=C(Nc1nc2ccccc2c(=O)s1)c1ccc(F)cc1Cl,0.76
Cc1ncc([N+](=O)[O-])n1CC(=O)Nc1ccc2c(c1)OCO2,-1

Part of the list above in another layout.
SMILES: CSc1ccccc1N1C(=O)C2CC(C)=C(C)CC2C1=O (configuration not stated)
- Dicer processing: 1.2
SMILES: O=S(=O)(c1ccc(NC(=S)NCCc2ccccc2)cc1)N1CCCCC1
- Dicer processing: 0.2

The listing continues:
Structure,Dicer processing
O=C(O)c1cc(=O)c2c(O)cccc2o1,0.12
Fc1ccc(OCCCCN2CCOCC2)cc1,0.49
Cc1ccc(Cl)cc1NC(=S)NCCNc1nccc(C(F)(F)F)n1,-0.65
CCOC(=O)c1c(SC)nc2c(Cl)cccc2c1N(C)CCO,-5.7
Cc1cc(Cl)ccc1NC(c1cccnc1)c1ccc2cccnc2c1O (configuration not stated),11*
O=c1oc(-c2cccc(C(F)(F)F)c2)nc2cccc(F)c12,-0.28
O=C(O)Cn1c(CCS(=O)(=O)c2ccc(Br)cc2)nc2ccccc21,0.84
CCOC(=O)Cc1csc(NC(=O)CSCC(=O)O)n1,0.69
CCOc1ccc(S(=O)(=O)N2CCSC2c2ccc(Br)cc2)cc1 (configuration not stated),2.7
COc1ccc(S(=O)(=O)N2CCN(Cc3ccc4c(c3)OCO4)CC2)cc1,8
CC(=O)Nc1ccc(-n2sc3c(c2=S)-c2cc(C)ccc2NC3(C)C)cc1,4.9
CN=C(Nc1ccccc1OC)SC,0.67
COCCOC(=O)C1=C(C)NC2=C(C(=O)CC(C)(C)C2)C1c1coc2ccccc2c1=O (configuration not stated),-0.44
CCCn1c(O)c(C#N)c(C)cc1=O,-7.7
CCOC(=O)c1cnc(Sc2ccc(C(F)(F)F)cc2[N+](=O)[O-])nc1N,0.1
Cc1ccc(N=C(C#N)C2=C(O)c3ccccc3C2=O)c(Cl)c1,-1.8
COc1cccc(C2C3=C(Nc4c2c(=O)n(C)c(=O)n4C)c2ccccc2C3=O)c1OC (configuration not stated),0.96
COC(Cn1c(-c2ccccc2)n[nH]c1=S)OC,-1.6
CN(C)/C=N/n1cnc2sc3c(c2c1=O)CCCC3,-0.69
CC1CC(=O)N(c2cc(C(F)(F)F)cc(C(F)(F)F)c2)C1=O (configuration not stated),-0.6
Cc1ccc(C(=O)Cn2c3ccccc3n3nc(C)c(=O)nc23)cc1,0.01
CNC(=O)NC(=O)CSc1nnc2sc3ccccc3n12,0.78
O=C(O)CC1SC(=O)N(Cc2ccccc2)C1=O (configuration not stated),2.6
CCN(CC)c1ccc(Nc2nc(-c3sc(N)nc3C)cs2)cc1,-0.11
O=C(CSc1nc2ccccc2c(=O)n1Cc1ccco1)c1ccccc1,-1.3
Cc1ccc(S(=O)(=O)NNC(=O)c2[nH]c3ccc([N+](=O)[O-])cc3c2-c2ccccc2)cc1,6.7*
Nc1nnc(SCC(=O)Nc2ccc(F)c(F)c2F)s1,-0.64
COc1ccccc1CC(=O)NC(=O)c1ccccc1O,-0.9
Cc1ccccc1Nc1nnc(-c2ccc(C)c(S(=O)(=O)N3CCOCC3)c2)c2ccccc12,-0.37
COC(=O)C(C)Oc1ccc2c(=O)c(Oc3cc(C)cc(C)c3C)coc2c1 (configuration not stated),2.2
CCOC(=O)c1nc(SCC(=O)Nc2cc(Cl)cc(Cl)c2)[nH]c1C,0.95
Cc1ccccc1NC(=O)/C=C/C(=O)O,-0.63
COc1cc(C2Nc3ccccc3-c3nnc(SC)nc3O2)cc(Br)c1O (configuration not stated),3
CC1(C)CC(=O)c2sc(NC(=O)CCSc3ccccc3)nc2C1,2.5
Cn1c2c(c(=O)n(C)c1=O)C(c1ccc(O)c(O)c1)C1C(=O)c3ccccc3C1=N2 (configuration not stated),-0.78
CC1CCCC(C)N1C(=O)Cn1cc(C(=O)C2CC2)c2ccccc21 (configuration not stated),1.9
CC(=O)c1cc(-n2nc3ccccc3n2)c(O)c(-n2nc3ccccc3n2)c1O,-0.08
c1ccc(-n2ncc3c(N4CCN(c5ccccn5)CC4)ncnc32)cc1,13
Cc1nc(Sc2nnc(-c3ccccc3)n2C)c2sc(=S)n(-c3ccccc3)c2n1,-1.7
COC(=O)C1=C(C)Nc2nnnn2C1c1ccc(Cl)cc1 (configuration not stated),1.1
COc1ccc(/C=N/c2nc3ccccc3[nH]2)cc1,-0.1
CSc1nc2cc(Oc3cccc(Cl)c3Cl)c(Cl)cc2[nH]1,23
NC(=O)C1CCN(c2cnc3ccccc3n2)CC1,1.8
COC(=O)c1ccc(S(=O)(=O)NNC(=O)c2ccc(Cl)cc2)n1C,0.81
Brc1ccc(-n2nnnc2/C=C/NCc2ccccc2)cc1,0.17
Cc1ccnc(NS(=O)(=O)c2ccc(N3C(=O)C4CCCCC4C3=O)cc2)n1 (configuration not stated),8.1*
COc1cccc(-c2coc3c(C)c4oc(=O)c5ccccc5c4cc23)c1,0.24
c1ccc(-c2noc(C3CCC3)n2)nc1,-0.62
O=C(Cc1c(O)c2ccccc2oc1=O)c1cc2ccccc2o1,0.72
O=C(Nc1csc(Cc2c(Cl)cccc2Cl)n1)NN1CCOCC1,-1.2
CSc1ncc(C#N)c2nc(-c3ccc(N(C)C)cc3)nn12,-0.81
O=C(c1ccc(Cl)cc1)N1CCOc2ccccc21,-1.3
Fc1cccc(Cl)c1CNC(=S)Nc1ccc(Cl)cc1,0.16
CC(C)(C)C(=O)Cn1nnc(-c2ccncc2)n1,2.8
Fc1cccc(NC(=S)NNc2ccccc2)c1,5.9*
c1ccc2oc(CCCc3nc4ccccc4o3)nc2c1,5.5*
CC1(C)Cc2c(sc3ncn4nc(-c5cccs5)nc4c23)C(C)(C)N1,2.3
CNC(=S)N(CCS(=O)(=O)c1ccc(Cl)cc1)Cc1cccs1,3.2*
O=C(c1oc2ccccc2c1-n1cccc1)C1CC1,0.11
CCOC(=O)C1C2C=CC3(CN(CC4CCCO4)C(=O)C13)O2 (configuration not stated),-0.46

Additional entries follow.
Structure,Dicer processing
COc1ccc(OC2C(=O)N(Cc3ccc4c(c3)OCO4)C2c2ccc(F)cc2)cc1 (configuration not stated),1.5
O=c1c(Cl)c(N2CCN(c3ccccc3)CC2)cnn1-c1ccccc1,0.31
CC1CC(N(C(=O)c2cccs2)c2ccccc2)c2ccccc2N1 (configuration not stated),7.9
O=C1OC(COc2ccccc2)CN1c1ccccc1 (configuration not stated),3.4*
Cc1onc(-c2ccccc2)c1C(=O)n1cccc1,-0.05
Cc1cccc(C)c1OCCCc1c(C)n[nH]c1C,-0.53
COC(=O)C1=C(C)N=C2SCCC(=O)N2C1c1ccc(C(C)(C)C)cc1 (configuration not stated),0.32
Nc1nc(SCc2cnc(-c3ccccc3)o2)nc2nc[nH]c12,0.83
CC(C)(C)NC(=S)NNC(=O)c1ccc(-c2ccc(Cl)cc2)s1,-0.16
Nc1ncnc2c1ncn2CCN1CCCCC1,-1.7
CC[C@H]1OC(=O)[C@H](C)[C@@H](O[C@H]2C[C@@](C)(OC)[C@@H](O)[C@H](C)O2)[C@H](C)[C@@H](O[C@@H]2O[C@H](C)C[C@H](NC)[C@H]2O)[C@](C)(O)C[C@@H](C)CN(C)[C@H](C)[C@@H](O)[C@]1(C)O,-0.15
Cn1nc(-c2ccc(-c3ccn(S(C)(=O)=O)n3)s2)cc1C(F)(F)F,4*
COc1ccc(OCCCCN2CCC(C)CC2)cc1,0.29
CN(C)c1nc(SCCOC(=O)c2ccccc2)nc(N(C)C)n1,0.85
COC(=O)c1sc(SC)c(S(=O)(=O)C(C)C)c1N/N=C(\C#N)C(=O)c1ccccc1,-0.33
CC(=O)c1sc2ccc(C)cc2c1C,0.42
COc1ccc(S(=O)(=O)Nc2cc(C)ccn2)cc1,-1.2
CS(=O)(=NS(=O)(=O)c1cc(Cl)sc1Cl)c1ccc(OC(=O)c2ccc(Cl)cc2)cc1 (configuration not stated),0.85
Cc1ccc(C(=O)NCC(=O)O)cc1[N+](=O)[O-],-1.6
FC(F)(F)c1ccc(Oc2ccc(-c3nc(-c4ccc(Cl)s4)cs3)cc2)nc1,1.1
N#Cc1c(-c2cccs2)c2c([nH]c1=S)CCCC2,-0.34
COc1ccc(C2CC(=O)C3=C(C2)Nc2ccccc2NC3c2ccc(F)c(F)c2)cc1 (configuration not stated),2.7
O=C(O)CN1C(=O)c2cccc3cccc1c23,-0.72
Cc1ccc(Cn2c(CO)nc3ccccc32)cc1,0.06
CCOc1cc(C2c3c(oc4ccccc4c3=O)C(=O)N2c2nc(C)c(C)s2)ccc1O (configuration not stated),-0.68
CCOC(=O)c1cnn2c1NC(c1ccccc1)CC2C(F)F (configuration not stated),-1.2
CNNC(=S)Nc1ccc(OC)cc1,1.5
CCOC(=O)C(Cc1cccc(C(=O)OC)c1)NC(=O)c1ccccc1 (configuration not stated),-0.4
Nc1c(C(=O)N/N=C/c2ccc(Cl)cc2)sc2nnc(-c3ccccc3)c(-c3ccccc3)c12,1
CN1[C@@H]2CC[C@H]1CC(OC(=O)[C@H](CO)c1ccccc1)C2 (some centres not stated),0.43
CSc1ccccc1NC(=O)Cn1nc([N+](=O)[O-])c(Cl)c1C,-0.63
O=C(Cn1nnc(N2CCCC2)n1)c1ccc(Cl)cc1,-0.79
O=C(Cn1nnc(N2CCCCC2)n1)c1ccc(Cl)cc1,-0.11
CCOC(=O)c1c(N=Cc2ccccc2[N+](=O)[O-])n[nH]c1C,3.7*
NC(=O)Cc1ccccc1Br,0.86
CCOC(=O)c1c(CN2CCCCC2C)oc2ccc(OC)cc12 (configuration not stated),2
N#C/C(=C\N1CCC(C(F)(F)F)CC1)S(=O)(=O)c1ccccc1,0.65
O=C1CC(/C=C/c2ccccc2)Cc2nc(N3CCN(c4ccccn4)CC3)ncc21 (configuration not stated),-1.8
CC(=O)OCC(=O)[C@@]12N=C(C)O[C@@H]1C[C@H]1[C@@H]3CCC4=CC(=O)C=C[C@]4(C)[C@H]3[C@@H](O)C[C@@]12C,2.1
COC(=O)c1sccc1Oc1ccc(C(F)(F)F)cc1NC(=O)NS(=O)(=O)c1ccc(C)cc1,-0.3
CC1CCCC(C)N1C(=O)c1cc2n(n1)C(C(F)(F)F)CC(c1ccc(Cl)cc1)N2 (configuration not stated),0.63
O=[N+]([O-])c1ccc(-n2ccc(C(F)(F)F)n2)cc1,-0.28
CSc1nc(C)nc(N(C)C)c1C#N,-0.5
COc1ccc(NC(=O)c2scc(S(=O)(=O)C(C)C)c2N)cc1,-0.51
Cc1cc(C)c(NC(=S)NCc2csc3ccccc23)c(C)c1,2.5

Laid out differently: results already given.
Molecule: CSc1ccccc1NC(=O)Cn1nc([N+](=O)[O-])c(Cl)c1C
  Dicer processing: -0.63

Molecule: O=C(Cn1nnc(N2CCCCC2)n1)c1ccc(Cl)cc1
  Dicer processing: -0.11

An excerpt (hit frequency here may not be typical).
